ZTA DNA inh = counter-screen for EBNA-1 inhibitors: inhibitors of Epstein-Barr virus ZTA; P03206; ZTA-DNA binding, fluorescence polarization; inhibition, % at 11 µM; actives 0.15% (n = 320,000); AID 2234; in the data active means inhibition above about 33%
PAFAH1B3 FP inh = PAFAH1B3 enzyme inhibitors, primary screen, biochemical, fluorescence polarization, human; Platelet-activating factor acetylhydrolase IB subunit alpha1 (Homo sapiens), Q15102; recombinant PAFAH1B3, FP-rhodamine probe; inhibition, % at 3.39 µM; actives 0.28% (n = 340,000); AID 492972, 2010;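 active means inhibition above the screen-wide average of all tested compounds plus 3 SD, cut at about 25% in these data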;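 further: 0% = enzyme with DMSO only and 100% = wells lacking PAFAH1B3 protein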
EBNA-1 inh = EBNA-1 DNA-binding inhibitors, primary screen, biochemical, fluorescence polarization; inhibition, % at 14.8 µM; actives 0.34% (n = 300,000); in the data active means inhibition above about 28%
PREPL inh = PREPL enzyme inhibitors, primary screen, biochemical, fluorescence polarization | Prolyl endopeptidase-like (Homo sapiens), Q4J6C6 | recombinant PREPL, fluorescence polarization activity-based probe | inhibition, % at 5.96 µM | actives 0.68% (n = 320,000); in the data active means inhibition above about 43%;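 further: 0% = enzyme with DMSO and 100% = wells lacking enzyme; many of its hits are not listed in these tables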
LYPLA2 counter = LYPLA2 inhibitors, primary screen, counter-screen for PME1 inhibitor project, biochemical, fluorescence polarization, FP-Rh probe ABPP | Acyl-protein thioesterase 2 (Homo sapiens), O95372 | recombinant LYPLA2 | inhibition, % at 5.9 µM | actives 0.38% (n = 320,000) | AID 2177, 2009;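 active means inhibition above the screen-wide mean plus 3 SD, limit set per campaign, cut at about 26% in these data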;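 further: 0% = LYPLA2 with DMSO and 100% = wells lacking LYPLA2 enzyme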
PAD4 FP inh = human PAD4 inhibitors, primary screen, biochemical, fluorescence polarization, 1536-well format; Protein-arginine deiminase type-4 (Homo sapiens), Q9UM07; recombinant PAD4, RCA probe fluorescence polarization; inhibition, % at 6.36 µM; actives 0.41% (n = 330,000); AID 485272, 2010;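 active means percent inhibition above a cutoff equal to the mean of all tested compounds plus 3 SD, cut at about 15% in these data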;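 further: 0% = PAD4 with RCA probe and DMSO and 100% = probe without PAD4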
Target sequence (Q9UM07 whole entry, looked up): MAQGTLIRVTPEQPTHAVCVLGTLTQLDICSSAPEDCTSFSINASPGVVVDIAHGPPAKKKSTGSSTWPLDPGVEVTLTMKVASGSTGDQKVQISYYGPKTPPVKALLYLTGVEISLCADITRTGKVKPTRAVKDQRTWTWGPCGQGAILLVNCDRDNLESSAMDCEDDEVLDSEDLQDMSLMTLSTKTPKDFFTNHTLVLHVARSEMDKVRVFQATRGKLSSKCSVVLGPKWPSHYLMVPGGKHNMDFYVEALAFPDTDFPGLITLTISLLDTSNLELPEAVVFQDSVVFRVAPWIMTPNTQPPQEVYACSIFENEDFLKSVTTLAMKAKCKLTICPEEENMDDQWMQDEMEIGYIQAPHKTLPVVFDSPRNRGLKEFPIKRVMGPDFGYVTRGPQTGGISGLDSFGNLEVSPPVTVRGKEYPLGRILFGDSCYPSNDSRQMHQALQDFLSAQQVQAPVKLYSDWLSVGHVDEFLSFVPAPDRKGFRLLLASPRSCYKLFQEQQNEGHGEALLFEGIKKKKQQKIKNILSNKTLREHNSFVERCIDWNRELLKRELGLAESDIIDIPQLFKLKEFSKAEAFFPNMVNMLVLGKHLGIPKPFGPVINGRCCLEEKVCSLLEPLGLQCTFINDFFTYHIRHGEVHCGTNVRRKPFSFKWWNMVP
GSTO1 inh = inhibitors of recombinant GSTO1, primary screen, counter-screen for RBBP9 inhibitor project, biochemical, fluorescence polarization; activity-based probe fluorescence polarization; AID 1974, 2009; Glutathione S-transferase omega-1 (Homo sapiens), P78417; inhibition, % at 5.96 µM; actives 1.1% (n = 300,000);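 active means inhibition above the campaign mean inhibition plus 3 SD, cut at about 35% in these data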;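 further: 0% = GSTO1-1 with DMSO and 100% = wells lacking GSTO1-1 enzyme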
Target sequence (P78417 whole entry, looked up): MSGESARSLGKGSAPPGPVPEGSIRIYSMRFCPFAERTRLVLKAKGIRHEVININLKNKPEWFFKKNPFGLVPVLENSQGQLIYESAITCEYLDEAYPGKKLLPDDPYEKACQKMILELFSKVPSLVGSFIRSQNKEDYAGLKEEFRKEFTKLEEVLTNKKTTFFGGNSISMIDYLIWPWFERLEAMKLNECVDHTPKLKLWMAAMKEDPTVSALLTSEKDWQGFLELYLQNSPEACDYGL
PAFAH2 FP inh = PAFAH2 enzyme inhibitors, primary screen, biochemical, fluorescence polarization, human; inhibition, % at 3.39 µM; recombinant PAFAH2, FP-rhodamine activity probe; actives 0.99% (n = 340,000); AID 492956, 2010;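 active means inhibition above the mean over all tested compounds plus 3 SD, cut at about 30% in these data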;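 further: inhibitors block probe labeling of enzyme so polarization drops; 0% = enzyme with DMSO and 100% = wells lacking PAFAH2 protein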
LYPLA1 counter = LYPLA1 inhibitors, primary screen, counter-screen for PME1 inhibitor project, biochemical, fluorescence polarization, FP-Rh probe ABPP | AID 2174, 2009 | recombinant LYPLA1 | inhibition, % at 5.9 µM | actives 0.16% (n = 320,000) | Acyl-protein thioesterase 1 (Homo sapiens), O75608;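 active means inhibition above the mean of all tested compounds plus 3 SD, set per campaign, cut at about 14% in these data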;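 further: inhibitors block serine hydrolase probe labeling of LYPLA1 so polarization falls; 0% = enzyme with DMSO and 100% = wells lacking LYPLA1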
An asterisk follows results filed as active; . = not tested or not shown. Only part of the results is shown; count on the stated rates, not on these rows.

molecule,ZTA DNA inh,PAFAH1B3 FP inh,EBNA-1 inh,PREPL inh,LYPLA2 counter,PAD4 FP inh,GSTO1 inh,PAFAH2 FP inh,LYPLA1 counter
COc1ccc(OCC(=O)Sc2ccc(C)cc2)cc1,-8,7,-4,5,5,4,13,-2,3
Cc1nn(C(=O)c2cccs2)c(N)c1-c1ccccc1,1,-2,3,-1,4,-6,3,-9,3
c1ccc(-n2ncc3c(NCc4cccnc4)ncnc32)cc1,8,4,8,-9,8,-5,-2,4,-1
O=C(CN(Cc1ccccc1F)C(=O)Cn1nnc(-c2cccs2)n1)NCC1CCCO1 (stereo not drawn),-8,0,-9,20,3,-2,-7,-11,-1
O=S(=O)(Nc1ccc(Cl)cn1)c1ccc(Cl)cc1,-1,9,-8,-1,2,-3,-2,0,-2
Cc1cccc(C)c1OCc1cc(C(=O)N2CCN(c3ccccc3)CC2C)no1 (stereo not drawn),11,5,5,2,0,-1,6,-2,-5
CCCCOc1ccc(C(=O)Nc2cccc(-n3cnnn3)c2)cc1OC,7,-4,2,5,-3,-2,-3,-9,-11
C[C@H](CO)N1C[C@H](C)[C@@H](CN(C)C(=O)NC2CCCCC2)Oc2c(NS(=O)(=O)c3cccs3)cccc2C1=O,.,-1,.,-3,.,-3,.,-4,.
CCOc1nc(-c2ccccc2)c2cc(C)ccc2n1,15,6,-1,-1,6,-4,-2,6,-2
Cc1noc(C)c1CNCc1ccccc1,-2,5,-6,-1,-9,-7,-1,-6,-3
Cc1cc(C(=O)CSc2nnc(-c3ccc4c(c3)OCO4)o2)c(C)n1-c1ccc(F)cc1,-27,3,-10,8,2,0,2,3,-1
COc1ccc(N2CC(C(=O)N3CCN(c4ccccc4)CC3)CC2=O)cc1 (stereo not drawn),-13,-1,-2,31,-3,0,-2,-1,-1
CC(=O)c1ccc(NC(=O)CCNC(=O)c2ccccc2Cl)cc1,-5,2,-6,2,-1,9,4,-5,4
O=C(OCC(=O)N1CCc2ccccc2C1)c1ccc(Cl)c([N+](=O)[O-])c1,-21,4,.,20,2,0,.,9,1
Cc1cc(NC(=O)c2ccc([N+](=O)[O-])cc2Cl)ccc1NC(=O)c1ccco1,-4,10,-9,-5,15,-5,-1,-4,3
COc1ccc(NC(=O)c2onc(C)c2Cl)cc1OC,-9,0,0,15,3,2,39*,-12,-1
CCN1C(=O)/C(=C/N(C)c2ccccc2)OC1=S,2,2,-4,-3,-2,1,-3,-4,1
CS(=O)(=O)N1CCN(c2ccccc2NC(=O)c2ccco2)CC1,-10,0,9,9,1,5,-2,1,-3
COC(=O)Nc1nnc(-c2ccncc2)s1,6,12,6,4,-3,1,-2,3,-1
O=C(COC(=O)c1ccc[nH]c1=O)c1ccc(Cl)s1,-4,7,-19,-2,-3,0,-3,-1,-2
O=C(c1ccccc1)c1ccc(N2CCOCC2)c(NC(=O)c2ccco2)c1,-8,7,-6,13,1,-8,-10,-7,-3
O=C(Nc1cc(SCCO)cc([N+](=O)[O-])c1)c1ccc(Br)o1,-8,10,3,22,-7,0,-2,-3,-6
N#CC1=C(N)OC2=C(CCc3ccccc32)C1c1ccccc1Cl (stereo not drawn),-9,0,2,3,-10,-2,-4,1,-6
O=[N+]([O-])c1ccccc1N/N=C/c1cc2ccccc2nc1Cl,1,9,0,37,-2,-3,4,2,3
C/C=C/C(=O)OCC(=O)Nc1cc([N+](=O)[O-])ccc1Cl,6,1,0,3,3,-2,8,28,-1
COc1ccc(-c2ccc(=O)n(Cc3ccccc3)n2)cc1,-3,4,5,-22,1,-2,6,5,0
CC(=O)Nc1ccccc1Sc1ccc2c3c(cccc13)C(=O)N(c1ccc(C)cc1)C2=O,-8,4,-4,1,2,1,8,-8,1
CCOC(=O)c1cnc2c(C)cc(Cl)cc2c1N1CCN(C)CC1,2,0,3,9,-2,0,0,-3,-1
COc1ccc(C(=O)Nn2cc3c(c2-c2ccccc2)c(=O)n(C)c(=O)n3C)cc1,8,13,-2,-1,-3,-2,2,2,-4
CCCCn1c(N)c(N(CC(C)C)C(=O)C2CCN(c3ncnc4sc(C)c(C)c34)CC2)c(=O)[nH]c1=O,2,2,-5,10,8,-3,-3,-5,1
COc1ccc2c(c1)C(=NN)c1cc(OC)ccc1-2,1,11,5,12,7,4,1,4,-1
O=C(COC(=O)CCc1c[nH]c2ccccc12)Nc1ccccc1C(F)(F)F,-6,8,.,22,5,-4,.,6,-1
O=C(O)c1sc2cc(C(F)(F)F)cnc2c1-c1ccccc1,29,-4,-4,2,0,-4,3,11,-3
Cn1cncc1C#Cc1ccc2c(=O)c3ccccc3oc2c1,.,9,.,7,.,-3,.,6,.
COc1ccc(Cc2nc3ccc(S(=O)(=O)N4CCOCC4)cc3[nH]2)cc1,-16,2,8,6,7,-5,0,12,1
CS(=O)(=O)c1cccc(C(=O)NCc2ccccc2)c1,17,3,-1,6,-4,35*,0,1,-4
COc1ccc(OCC(=O)Nc2ccccc2Cl)cc1,3,0,9,4,1,2,4,5,-1
Cn1c(-c2sc3cc(C(F)(F)F)cnc3c2-c2cccnc2)n[nH]c1=S,8,7,-2,-2,3,1,0,-2,3
CCS(=O)(=O)/N=C(\N)c1ccccc1,-8,6,-10,23,-1,-6,-1,-4,4
COCCn1c(=S)[nH]c2cc(C(=O)NCCCN3CCOCC3)ccc2c1=O,5,-1,-2,17,0,1,5,-3,0
CC(C)c1ccc(S(=O)(=O)Nc2ccc(N3CCOCC3)cc2)cc1,9,5,17,1,1,1,1,5,-1
O=C(COC(=O)/C=C/c1cccs1)NC(c1ccccc1)c1ccccc1,-16,4,9,3,-4,2,10,-1,-1
O=S1(=O)CCOC[C@H](Cc2ccccc2)N1Cc1cccc(C(F)(F)F)c1,19,10,-5,-4,1,3,0,7,0
Cn1c(=O)c2c(ncn2CC(=O)Nc2ccc3c(c2)OCO3)n(C)c1=O,-3,-1,11,8,10,0,3,0,1
Cn1c(=N)n(CC(=O)c2ccc(Br)s2)c2ccccc21,10,1,1,-6,7,3,-6,1,-1
CNC(=S)N1N=C(c2ccccc2)CC1c1ccc(Br)cc1 (stereo not drawn),-7,7,-5,-14,-6,-3,-5,-3,-7
COCc1cc(C)n(CC(=O)NCc2ccccc2)c(=O)c1C#N,4,9,9,-4,6,-4,-3,-9,-1
CNC(=O)Nc1cccc(-c2cc(-c3c(Cl)cccc3Cl)no2)c1,-7,-5,-1,-2,-36,-8,-31,-5,-25
CC1=NN(C(N)=S)C(=O)C1N=Nc1ccccc1C (stereo not drawn),-37,-2,1,14,5,4,-26,2,0
O=C(Nc1cccc(-c2cn3ccccc3n2)c1)c1cccc(Cl)c1,27,2,2,-12,-30,-16,-15,-5,-14

(more compounds)
molecule,ZTA DNA inh,PAFAH1B3 FP inh,EBNA-1 inh,PREPL inh,LYPLA2 counter,PAD4 FP inh,GSTO1 inh,PAFAH2 FP inh,LYPLA1 counter
COc1ccc(S(=O)(=O)/N=C2/NC(=O)/C(=C\c3ccco3)S2)cc1,-10,18,-5,13,-5,-6,13,-4,2
Cc1nn(C(=O)c2cc3sccc3[nH]2)c(C)c1C,10,6,10,7,-2,-3,-9,6,-1
COc1ccc(CCNc2nncc(=O)[nH]2)cc1OC,-5,6,0,-4,2,3,7,9,4
Brc1ccc2ncnc(NCc3ccccc3)c2c1,-3,7,0,5,3,-1,-2,-6,-1
COc1ccc(NC(=O)COC(=O)Cc2ccccc2[N+](=O)[O-])cc1OC,-10,15,-4,5,3,-4,10,8,2
O=S(=O)(/C=C/c1cccc(Br)c1)N1CCOCC1,4,2,1,7,-2,2,6,-5,2
CCCC(=O)NC(C)c1nc2ccccc2[nH]1 (stereo not drawn),11,3,-9,15,-1,2,2,3,-4
CCC(CC)NC(=O)COC(=O)CCC(=O)c1ccc(Cl)cc1,-12,10,1,7,3,-8,-2,6,-3
O=C(CN1C(=O)NC2(CCCCCCC2)C1=O)NCc1ccc(F)cc1,.,4,.,3,.,-1,.,16,.
O=C(CSc1nnnn1-c1ccccc1)NCc1ccco1,19,2,-9,9,-3,-2,0,6,-2
O=c1[nH]c(=O)c2cc([N+](=O)[O-])cc([N+](=O)[O-])c2[nH]1,2,1,2,1,2,-5,23,-1,0
Cc1oc(-c2ccccc2F)nc1CS(=O)(=O)CC(=O)NC1CCCC1,7,2,1,-1,7,0,0,4,5
COC(=O)C(NC(=O)C(NC(=O)c1ccccc1)C(C)C)C(C)C (stereo not drawn),-13,10,10,6,-3,4,6,2,2
Cc1nc2sccn2c1-c1nc(-c2cc3ccccc3o2)cs1,-22,-2,3,36,3,6,3,6,-4
CC(C)(CO)CNC(=O)c1ccc(OC2CCN(C(=O)C3CC3)CC2)cc1,-8,1,-6,-1,1,-2,11,0,-3
Cc1ccc(C)c(S(=O)(=O)N2CCCC2CNC(=O)C(=O)NCC2CCCO2)c1 (stereo not drawn),0,2,2,2,1,0,5,1,-1
Nc1nc(-c2ccc(Br)s2)c(Br)s1,-4,3,6,7,1,0,-6,12,-2

Source: PubChem
